From PubChem
LmPK inh – LmPK (Leishmania mexicana) enzyme inhibition; purified LmPK, Kinase-Glo ATP luminescence, 1 h; Potency, µM (doses to about 57.5 µM), inactives show at the top dose activity change, negative = inhibition, most hits filed as inhibitors; 0.37% of 290,000 active; AID 1721; also: potency is read from the fitted curve at half-maximal effect
Target sequence (Q27686 whole entry, looked up): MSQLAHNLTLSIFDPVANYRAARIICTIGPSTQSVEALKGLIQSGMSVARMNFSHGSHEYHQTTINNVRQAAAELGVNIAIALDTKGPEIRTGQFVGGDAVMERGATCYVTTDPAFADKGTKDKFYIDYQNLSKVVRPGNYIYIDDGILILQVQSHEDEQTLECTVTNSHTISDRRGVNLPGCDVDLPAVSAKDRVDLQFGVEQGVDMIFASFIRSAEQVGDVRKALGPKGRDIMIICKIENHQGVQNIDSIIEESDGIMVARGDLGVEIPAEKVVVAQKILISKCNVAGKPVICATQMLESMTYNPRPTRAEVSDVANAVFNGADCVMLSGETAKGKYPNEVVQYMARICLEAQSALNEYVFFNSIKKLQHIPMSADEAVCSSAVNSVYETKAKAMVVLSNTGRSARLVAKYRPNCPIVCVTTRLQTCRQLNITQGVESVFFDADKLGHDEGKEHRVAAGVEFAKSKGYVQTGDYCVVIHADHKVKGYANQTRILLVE
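Screened at intermediate enzyme activity to detect both inhibitors and activators: LmPK at 0.1 nM, with a 0.5 nM enzyme column as activation reference. PEP 0.5 mM, ADP 0.1 mM; ATP detected by luminescence after 1 h.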
AmpC inh detg – inhibitors of E. coli AmpC beta-lactamase with detergent. AID 485294. P00811. 0.041% of 370,000 active. AmpC hydrolysis of nitrocefin, absorbance 480 nm, 0.01% Triton. Potency, µM (doses to about 114 µM), without a hit: top-dose activity change, negative = inhibition, hits mostly inhibitors;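 also: potency is read from the fitted curve at half-maximal effect; 0% = no-compound wells and -100% = no-enzyme wells; nearly all actives have a fitted effect of over 25% in size; some results filed as inactive show a strong effect at the top dose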
Target sequence (P00811 whole entry, looked up): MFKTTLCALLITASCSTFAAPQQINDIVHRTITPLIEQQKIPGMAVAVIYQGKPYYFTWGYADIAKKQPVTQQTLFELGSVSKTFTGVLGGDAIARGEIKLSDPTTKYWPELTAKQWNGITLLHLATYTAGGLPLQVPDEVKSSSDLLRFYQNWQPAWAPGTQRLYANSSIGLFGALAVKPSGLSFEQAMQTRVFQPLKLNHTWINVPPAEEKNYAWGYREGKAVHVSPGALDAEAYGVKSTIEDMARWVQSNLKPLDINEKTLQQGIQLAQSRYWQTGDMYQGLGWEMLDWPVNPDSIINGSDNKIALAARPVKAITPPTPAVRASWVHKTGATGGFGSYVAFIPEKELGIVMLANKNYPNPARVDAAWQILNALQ
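AmpC (5.3 nM in the dispensed reagent) in 20 mM phosphate pH 7.0 with 0.01% (detergent screen) or 0.0001% Triton X-100 was preincubated with compounds for 15 min at room temperature. Nitrocefin was then added from an 800 uM solution, and hydrolysis was followed at 480 nm.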
TbPYK inhibitor – inhibitors of Trypanosoma brucei pyruvate kinase | Q57TT1 | Potency, µM (doses to about 76.8 µM), inactives show at the highest dose activity, negative = inhibition, actives largely listed as inhibitors | 0.12% of 410,000 active | TbPYK enzyme, Kinase-Glo Plus ATP luminescence, 45 min | AID 624173; also: potency is read from the fitted curve at half-maximal effect; nearly all actives have a fitted effect of over 50% in size
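Glycolytic pyruvate kinase of T. brucei was incubated with substrate, test compound and 130 uM ADP for 45 minutes at room temperature. Luminescent Kinase-Glo Plus signal was measured after 10 minutes.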
AMA1 RON2 block – disrupts binding of P. falciparum AMA1 to RON2 | Potency, µM (series often up to 58.2 µM), inactives show top-dose activity change, negative = inhibition, most hits filed as inhibitors | 0.2% of 360,000 active | AlphaScreen AMA1-biotinylated RON2 peptide binding | AID 720542;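 also: potency is read from the fitted curve at half-maximal effect; 0% = vehicle wells and -100% = peptide control; nearly all actives have a fitted effect of over 45% in size; some results filed as inactive show a strong effect at the top dose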
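AMA1 (3D7) with his tag at 25 nM final met compounds first, then biotinylated RON2 peptide at 25 nM; detection used donor plus acceptor beads, 10 µg/mL apiece, read by AlphaScreen after 30 min at room temperature.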
HCV inhibitor – HCV inhibition; 3.4% of 340,000 active; Potency, µM (titrated, usually from 41.8 µM), inactives show top-dose activity change, negative = inhibition, most hits filed as inhibitors; Huh7.5.1 HCVcc-Cre infection, luciferase reporter, 44 h; also: potency is read from the fitted curve at half-maximal effect
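Infectious HCV cell culture screen: compound-treated cells (1,000/well, pre-plated 4 h) are infected with HCVcc-Cre at roughly 0.5 moi and grown 44 h. Infection is quantified by luciferase signal after 15 min substrate incubation at room temperature.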
HCMV inh – inhibitors of human cytomegalovirus; HFF cells, HCMV-luciferase reporter, 72 h; hits give low values; 4.5% of 410,000 active; activity change, negative = inhibition, % at 57.5 µM; AID 1259415; in the data active = activity change below about -60%; inconclusive = no clear call, values can overlap the other calls; inactive = above about -39%
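Human foreskin fibroblasts infected with luciferase-reporter HCMV at MOI 1 PFU/cell, compounds at two doses. Luciferase measured 72 h post infection; normalized to buffer-only basal and Salinomycin (10uM) controls.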
AmpC inh no detg – inhibitors of E. coli AmpC beta-lactamase without detergent. AmpC nitrocefin hydrolysis, absorbance 480 nm, 0.0001% Triton. Potency, µM (series often up to 57.1 µM), inactives show at the top dose activity change, negative = inhibition, actives largely listed as inhibitors. 0.52% of 330,000 active. AID 485341;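 also: potency is read from the fitted curve at half-maximal effect; plate controls were no compound for no effect and no enzyme for full effect; nearly all actives have a fitted effect of over 20% in size; some results filed as inactive show a strong effect at the top dose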
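AmpC (5.3 nM in the dispensed reagent) in 20 mM phosphate pH 7.0 with 0.01% (detergent screen) or 0.0001% Triton X-100 was preincubated with compounds for 15 min at room temperature. Nitrocefin was then added from an 800 uM solution, and hydrolysis was followed at 480 nm.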
* = called active by the depositor; [ ] = another dose, or the depositor's remark. Unless noted, calls follow the shape of the dose curve; as a rule, active = well fitted curve in the direction sought with a large enough effect; inconclusive = small, poorly fitted or top-dose-only effect, or another doubt; inactive = no such curve, though single readings can be large; an effect the other way counts as inactive or inconclusive. Unless noted, % is scaled to controls: 0 for no effect and ±100 for the full control effect.

How did CCCCCCC(NC(=O)c1ccc(C)cc1)C(=O)O (stereo not drawn) do in these assays?
TbPYK inhibitor: -8.7%; AMA1 RON2 block: 18.5%; HCV inhibitor: 1.9%; HCMV inh: 9.2; AmpC inh no detg: -19.3%

How did Cn1c(Cn2c(=O)sc3ccccc32)nnc1SCC(N)=O do in these assays?
LmPK inh: 0.6%; AmpC inh detg: 2.0%; TbPYK inhibitor: -4.1%; AMA1 RON2 block: -2.3%; HCV inhibitor: 9.6%; HCMV inh: -8.1; AmpC inh no detg: -15.8%

How did CCOn1c(=O)c(C)[n+]([O-])c2ccccc21 do in these assays?
LmPK inh: -2.8%; AmpC inh detg: 0.6%; TbPYK inhibitor: -1.6%; AMA1 RON2 block: 0.9%; HCV inhibitor: 5.9%; HCMV inh: -0.2; AmpC inh no detg: -8.8%

How did COc1ccc(CCNC(=O)C(=O)c2c(C)n(C)c3ccccc23)cc1OC do in these assays?
LmPK inh: -0.9%; AmpC inh detg: 0.2%; TbPYK inhibitor: -5.8%; AMA1 RON2 block: 5.6%; HCV inhibitor: -6.0%; HCMV inh: 0.5; AmpC inh no detg: 3.3%

Results for CCC1CCCCN1C(=O)CSc1n[nH]c(-c2ccccc2)n1 (stereo not drawn) ?
AmpC inh detg: 11.6%; TbPYK inhibitor: 10.5%; HCMV inh: 53.1

How did CC(=O)c1ccc(NC(=O)C2Cc3ccccc3N2C(=O)c2ccccc2)cc1 (stereo not drawn) do in these assays?
AmpC inh detg: 6.4%; TbPYK inhibitor: -2.3%; HCMV inh: 40.9

How did CN(CC(=O)Nc1ccc(Cl)cc1)C(=O)c1ccc(NS(=O)(=O)c2ccc3[nH]c(=O)[nH]c3c2)cc1 do in these assays?
AmpC inh detg: inconclusive; TbPYK inhibitor: 1.1%; AMA1 RON2 block: -19.5%; HCV inhibitor: 2.9%; HCMV inh: -24.1; AmpC inh no detg: -53.9%

What do the screens show for `Cc1ccc(-c2nc3cc(NC(=O)c4cc5ccccc5o4)ccc3o2)cc1Cl`?
AmpC inh detg: 5.6%; TbPYK inhibitor: 2.5%; HCMV inh: 18.9

How did CCCOC(=O)c1ccc(Cl)c(NC(=O)c2ccc(-c3ccccc3)cc2)c1 do in these assays?
LmPK inh: 3.7%; AmpC inh detg: inconclusive; TbPYK inhibitor: -13.5%; AMA1 RON2 block: -3.2%; HCV inhibitor: -18.0%; HCMV inh: -30.7; AmpC inh no detg: -19.6%

What do the screens show for `COC(=O)CN1C(=O)[C@H]2[C@@H](C3CC3)N3C(=O)CN(Cc4ccccn4)C(=O)[C@@]3(Cc3ccccc3)[C@H]2C1=O`?
LmPK inh: -2.2%; AmpC inh detg: -10.6%; TbPYK inhibitor: -0.8%; AMA1 RON2 block: 23.6%; HCV inhibitor: 47.1%[activator]; HCMV inh: -35.6; AmpC inh no detg: -10.2%

What do the screens show for `CN(NC(=O)c1ccccc1F)c1ccc([N+](=O)[O-])cn1`?
LmPK inh: -2.0%; AmpC inh detg: -4.8%; TbPYK inhibitor: 0.0%; AMA1 RON2 block: -9.8%; HCV inhibitor: -6.0%; HCMV inh: -36.0; AmpC inh no detg: -9.5%

Results for Cc1cc(NC(=O)CSc2nc(=O)n3cccc(C)c3n2)no1 ?
AmpC inh detg: inconclusive; TbPYK inhibitor: -2.7%; AMA1 RON2 block: 3.1%; HCV inhibitor: 15.1%; HCMV inh: -7.8; AmpC inh no detg: -8.3%

What do the screens show for `COc1cc(CCC(=O)OCC(=O)NCc2ccc(Cl)cc2)cc(OC)c1OC`?
LmPK inh: 1.9%; AmpC inh detg: -0.8%; TbPYK inhibitor: -1.3%; AMA1 RON2 block: -2.2%; HCV inhibitor: 8.1%; HCMV inh: -18.3; AmpC inh no detg: 56.0%

How did CC1(C(=O)NC23CC4CC(CC(C4)C2)C3)CC1(Cl)Cl (stereo not drawn) do in these assays?
LmPK inh: -2.2%; AmpC inh detg: inconclusive; TbPYK inhibitor: 0.5%; AMA1 RON2 block: -6.3%; HCMV inh: 10.4; AmpC inh no detg: -14.1%

Results for COc1ccc(/C=C2\CCCc3c2nc2ccc(C)cc2c3C(=O)O)cc1O ?
LmPK inh: 2.7%; AmpC inh detg: 0.6%; TbPYK inhibitor: -8.6%; AMA1 RON2 block: 3.3%; HCV inhibitor: -25.1%; HCMV inh: 0.0; AmpC inh no detg: -12.4%

How did O=C(N1CCN(c2ccccc2)CC1)C(F)(F)C(F)(F)F do in these assays?
LmPK inh: 8.3%; AmpC inh detg: -0.5%; TbPYK inhibitor: -1.6%; AMA1 RON2 block: 0.8%; HCV inhibitor: 4.5%; HCMV inh: -6.1; AmpC inh no detg: -7.8%

What do the screens show for `Cc1cc(C(=O)CSc2nn(-c3ccccc3)c(=S)s2)c(C)n1Cc1ccco1`?
LmPK inh: -3.8%; AmpC inh detg: -0.4%; TbPYK inhibitor: -1.6%; AMA1 RON2 block: 0.7%; HCV inhibitor: inconclusive; HCMV inh: 20.4; AmpC inh no detg: 28.2µM*

How did CCOC(=O)c1ccc(NC(=O)c2ccc3c(c2)C(=O)N(CC2CCCO2)C3=O)cc1 (stereo not drawn) do in these assays?
LmPK inh: -2.3%; AmpC inh detg: 2.6%; TbPYK inhibitor: 3.0%; AMA1 RON2 block: -12.3%; HCV inhibitor: 1.4%; HCMV inh: -16.4; AmpC inh no detg: 52.1%

How did COc1ccccc1N1CCN(S(=O)(=O)c2ccc(-c3ccc(=O)[nH]n3)o2)CC1 do in these assays?
LmPK inh: -0.7%; AmpC inh detg: -12.2%; TbPYK inhibitor: 5.2%; AMA1 RON2 block: -15.0%; HCV inhibitor: 0.3%; HCMV inh: -30.9; AmpC inh no detg: 68.5%[activator]

How did COc1cc(NC(=O)CSc2nnc3ccccn23)cc(OC)c1 do in these assays?
AmpC inh detg: -8.1%; TbPYK inhibitor: 9.4%; AMA1 RON2 block: -0.3%; HCV inhibitor: 8.6%; HCMV inh: 41.5; AmpC inh no detg: -10.2%

What do the screens show for `COCCCn1c(C(=O)N2CCOCC2)cc2c(=O)n3ccccc3nc21`?
LmPK inh: -3.0%; AmpC inh detg: 3.8%; TbPYK inhibitor: -0.4%; AMA1 RON2 block: -6.0%; HCV inhibitor: 20.6%; HCMV inh: 1.5; AmpC inh no detg: -9.4%

What do the screens show for `Cc1cc(C)cc(Oc2c(C(F)(F)F)oc3cc(OCC(=O)O)ccc3c2=O)c1`?
LmPK inh: 5.0%; AmpC inh detg: -17.3%; TbPYK inhibitor: -3.4%; AMA1 RON2 block: 6.1%; HCV inhibitor: 13.5%; HCMV inh: 11.2; AmpC inh no detg: -13.0%

Results for COc1ccc(OC)c(S(=O)(=O)Nc2cccc3ccc(O)cc23)c1 ?
TbPYK inhibitor: -20.0%; AMA1 RON2 block: -8.7%; HCV inhibitor: 0.4%; HCMV inh: -62.3*

Results for CCOC(=O)C1CCN(C(=O)CSc2n[nH]c(-c3ccc(OC)cc3)n2)CC1 ?
AmpC inh detg: 14.8%; TbPYK inhibitor: -3.6%; HCMV inh: 36.2

Results for COc1cc(C(=O)COC(=O)C2CCN(c3ccc(C(F)(F)F)cn3)CC2)ccc1OC(F)F ?
AmpC inh detg: -21.3%; TbPYK inhibitor: 2.5%; AMA1 RON2 block: 3.5%; HCV inhibitor: -3.2%; HCMV inh: 3.5; AmpC inh no detg: -15.8%

What do the screens show for `O=C(c1ccco1)N1CCN(S(=O)(=O)c2ccc(S(=O)(=O)NC3CC3)cc2)CC1`?
LmPK inh: 14.3%; AmpC inh detg: -13.0%; TbPYK inhibitor: 17.6%; AMA1 RON2 block: 2.0%; HCV inhibitor: -27.4%; HCMV inh: 30.1; AmpC inh no detg: 7.0%

What do the screens show for `O=C(Cc1ccccc1)N1CCN(Cc2cccnc2)CC1`?
LmPK inh: -2.8%; AmpC inh detg: -14.5%; TbPYK inhibitor: -8.7%; AMA1 RON2 block: 5.8%; HCV inhibitor: 21.5%; HCMV inh: 44.7; AmpC inh no detg: -13.6%

What do the screens show for `CCCCCC1CC(CC(=O)Nc2ccc([N+](=O)[O-])cc2)OC1=O` (stereo not drawn)?
LmPK inh: 0.9%; AmpC inh detg: 2.9%; TbPYK inhibitor: -6.2%; AMA1 RON2 block: -24.9%; HCV inhibitor: 19.5%; HCMV inh: 52.8; AmpC inh no detg: -52.0%

Results for CCC1C(c2cc(OC)c(OC)c(OC)c2)c2cc3c(cc2OC1N1CCCC1)OCO3 (stereo not drawn) ?
TbPYK inhibitor: -8.9%; AMA1 RON2 block: -3.6%; HCV inhibitor: inconclusive; HCMV inh: -2.6

How did COc1ccc(C2=C/C(=C\c3cccc(OC(C)=O)c3)C(=O)O2)cc1 do in these assays?
LmPK inh: 1.0%; AmpC inh detg: 5.3%; TbPYK inhibitor: -5.5%; AMA1 RON2 block: 55.9%[activator]; HCV inhibitor: 3.8%; HCMV inh: -65.0*; AmpC inh no detg: -39.3%

Results for CC(=O)c1ccc(NC(=O)CC2S/C(=N/N=C3CCCCCC3)NC2=O)cc1 (stereo not drawn) ?
LmPK inh: -0.2%; AmpC inh detg: 3.3%; TbPYK inhibitor: -9.1%; AMA1 RON2 block: 129.8%[activator]; HCV inhibitor: 13.3%; HCMV inh: -33.3; AmpC inh no detg: 3.8%

How did Cc1nc2nc(-c3ccccc3)[nH]n2c(=O)c1C do in these assays?
LmPK inh: -9.8%; AmpC inh detg: -11.1%; TbPYK inhibitor: -2.2%; AMA1 RON2 block: -4.4%; HCV inhibitor: 15.8%; HCMV inh: 114.1; AmpC inh no detg: -18.1%

Results for CCOC(=O)C1=C(CSc2nc(CC)c(C)cc2C#N)OC(N)=C(C#N)C1c1ccccc1 (stereo not drawn) ?
LmPK inh: -8.0%; AmpC inh detg: inconclusive; TbPYK inhibitor: inconclusive; AMA1 RON2 block: -10.0%; HCV inhibitor: 12.6%; HCMV inh: -23.2; AmpC inh no detg: -31.9%

Part of the list above in order of number of heavy atoms, descending:
What do the screens show for `Cc1ccc(-c2nc3cc(NC(=O)c4cc5ccccc5o4)ccc3o2)cc1Cl`?
AmpC inh detg: 5.6%; TbPYK inhibitor: 2.5%; HCMV inh: 18.9

Results for CC(=O)c1ccc(NC(=O)CC2S/C(=N/N=C3CCCCCC3)NC2=O)cc1 (stereo not drawn) ?
LmPK inh: -0.2%; AmpC inh detg: 3.3%; TbPYK inhibitor: -9.1%; AMA1 RON2 block: 129.8%[activator]; HCV inhibitor: 13.3%; HCMV inh: -33.3; AmpC inh no detg: 3.8%

How did O=C(N1CCN(c2ccccc2)CC1)C(F)(F)C(F)(F)F do in these assays?
LmPK inh: 8.3%; AmpC inh detg: -0.5%; TbPYK inhibitor: -1.6%; AMA1 RON2 block: 0.8%; HCV inhibitor: 4.5%; HCMV inh: -6.1; AmpC inh no detg: -7.8%
